# Assay outcomes from PubChem.
# DUSP3 inh – blocks the human dual specificity phosphatase VHR1; P51452; recombinant VHR phosphatase, colorimetric substrate read-out; inhibition, % at 20 µM; 0.7% of 50,000 active; in the data active means inhibition above about 60%; further: some results filed as inactive read as strong as hits
# Target sequence (P51452 whole entry, looked up): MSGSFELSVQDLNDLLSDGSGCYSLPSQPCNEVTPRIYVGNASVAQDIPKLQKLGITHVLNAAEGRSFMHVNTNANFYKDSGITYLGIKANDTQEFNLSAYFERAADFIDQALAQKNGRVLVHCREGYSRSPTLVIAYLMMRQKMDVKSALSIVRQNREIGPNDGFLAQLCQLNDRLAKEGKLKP
# * marks the source's active call; other numbers are inactive results. The list is partial; rates above refer to the full screens.
SMILES,DUSP3 inh
Cc1ccc(-c2cc(C(F)(F)F)n3ncc(C(=O)N4CCN(Cc5ccccc5)CC4)c3n2)cc1,8
CC(C)Oc1ccccc1NC(=O)c1ccc(Cl)cc1Cl,-2
CCCCOC(=O)Nc1nnc(-c2ccco2)s1,-9
O=C(Nc1ccc2c(c1)OCO2)c1ccc(Cl)cc1,4
O=C(NCCN1CCOCC1)/C(=C/c1ccc(F)cc1)NC(=O)c1ccccc1,0
COc1cccc(NC(=O)CCN2C(=O)/C(=C/c3ccc(C)cc3)SC2=S)c1,-14
O=C(COc1cccc(Cl)c1)NCCc1nc2ccccc2[nH]1,6
CCNC(=O)C(=O)Nc1ccc(Cl)c(Cl)c1,-13
O=C(Nc1nccs1)c1cccc(N2C(=O)c3ccc([N+](=O)[O-])cc3C2=O)c1,-2
COc1cccc(C(=O)Nc2ccc3c(c2)OCO3)c1,-36
COc1cc(C(=O)Nc2ccc(S(=O)(=O)Nc3ncccn3)cc2)c(Br)c(OC)c1OC,-5
Cc1ccc(C2=CC(=O)N(c3cccc(Br)c3)C2=O)cc1,-17
COc1ccc(NC(=S)NC(NC(=O)Cc2ccccc2)C(Cl)(Cl)Cl)cc1OC (centres undefined),0
Cc1sc(NC(=O)c2ccc(-c3ccccc3)cc2)c(C#N)c1C,-25
O=c1[nH]c2ccc(Nc3nc4ccccc4nc3NS(=O)(=O)c3ccc(Cl)cc3)cc2[nH]1,-2
Cc1ccccc1NS(=O)(=O)c1ccc(NC(=O)c2ccc(C(F)(F)F)cc2)cc1,-12
O=[N+]([O-])c1cc2c(cc1/C=N/Nc1nc3nonc3nc1Nc1ccc(F)cc1)OCO2,-34
O=S(=O)(CCSc1ccc(Cl)cc1)OCC(F)(F)F,-27
CC(=O)Nc1ccc(NC(=O)c2ccc(C(F)(F)F)cc2)cc1,-5
Cc1ccc(N2C(=O)/C(=C/C3CC=CCC3)SC2=S)cc1 (centres undefined),7

# Reformatted as labelled records: part of the list above.
structure: O=c1[nH]c2ccc(Nc3nc4ccccc4nc3NS(=O)(=O)c3ccc(Cl)cc3)cc2[nH]1
  DUSP3 inh: -2

structure: O=C(Nc1nccs1)c1cccc(N2C(=O)c3ccc([N+](=O)[O-])cc3C2=O)c1
  DUSP3 inh: -2

# The results go on:
SMILES,DUSP3 inh
Cc1nc2c(c3c1[nH]c1ccccc13)/C(=N\O)CC(C)(C)C2,-9
O=C(c1ccc(C#CC2(O)CCCCC2)cc1)N1CCN(c2ccc(F)cc2)CC1,7
O=S(=O)(Nc1cccc(C(F)(F)F)c1)c1ccc2ccccc2c1,12
COC(=O)CN(c1ccc(OC)cc1)S(=O)(=O)c1ccc(NC(C)=O)cc1,-23
O=S(=O)(NC1CCCCC1)c1ccc(Br)cc1,-19
O=C(NCc1ccccn1)c1c(O)c2ccccc2[nH]c1=O,-1
COc1ccccc1OC1=NS(=O)(=O)c2cc([N+](=O)[O-])ccc21,-4
COc1ccc2nc(SCC(=O)Nc3ccc(Cl)c(Cl)c3)[nH]c2c1,5
CCCCOc1cccc(C(=O)Nc2ccc(C)cc2[N+](=O)[O-])c1,-6
CCc1cc(=O)oc2cc(C)cc(OC(C)=O)c12,-7
C=CCn1c(NC(=O)c2ccc(Cl)cc2)nc2ccccc21,-19
Cc1cc2c(cc1C)N(Cc1ccc(Cl)cc1)C1=NCCCN12,9
O=C(N/N=C/c1cccc([N+](=O)[O-])c1O)/C(=C\c1ccc2c(c1)OCO2)NC(=O)c1ccccc1,4
Cc1cc(C)nc(SCC(=O)Nc2ccc(Cl)c(Cl)c2)n1,-3
COc1ccc(C(=O)N2CCN(c3ccccc3OC)CC2)cc1,-10
CCc1ccc2oc(-c3ccc(C)c(NC(=O)c4cc(OC)cc(OC)c4)c3)nc2c1,-2
COC(=O)c1ccc(/C=C2\SC(=S)N(Nc3ccccc3)C2=O)cc1,-21
Nc1ccc2nc(Sc3nc4ccc([N+](=O)[O-])cc4s3)sc2c1,-11
COc1cc2c(cc1NC(=O)CN1C(=O)c3ccccc3C1=O)oc1ccccc12,-10
COc1ccc(N(CC(=O)NCCSc2ccccn2)S(=O)(=O)c2ccccc2)c(OC)c1,-6

# Individual results from above:
# DUSP3 inh with `O=S(=O)(NC1CCCCC1)c1ccc(Br)cc1` : -19
# DUSP3 inh with `O=C(Nc1ccc2c(c1)OCO2)c1ccc(Cl)cc1` : 4
# DUSP3 inh with `O=C(c1ccc(C#CC2(O)CCCCC2)cc1)N1CCN(c2ccc(F)cc2)CC1` : 7
# DUSP3 inh with `O=c1[nH]c2ccc(Nc3nc4ccccc4nc3NS(=O)(=O)c3ccc(Cl)cc3)cc2[nH]1` : -2
# DUSP3 inh with `COc1ccccc1OC1=NS(=O)(=O)c2cc([N+](=O)[O-])ccc21` : -4
# DUSP3 inh with `Cc1nc2c(c3c1[nH]c1ccccc13)/C(=N\O)CC(C)(C)C2` : -9

# Further records follow.
SMILES,DUSP3 inh
CC1(C)C(=O)NC(=O)N1CN1C(=O)NC(=O)C1(C)C,0
CC(=O)Nc1ccc(S(=O)(=O)Nc2cccc(C(=O)Nc3nccs3)c2)cc1,0
C=CCOc1ccc2c(=O)c(-c3ccccc3OC)coc2c1,-6
CCc1ccc(C2Nc3ccccc3NC3=C2C(=O)CC(c2ccccc2)C3)s1 (centres undefined),3
O=C(Nc1nc2ccc3ccccc3c2s1)c1cccc(Br)c1,6
O=C(COC(=O)c1ccc(Cl)c([N+](=O)[O-])c1)c1ccc(Cl)cc1,0
CC(C)(C#N)OC(=O)Nc1ccccc1,-22
COC(=O)c1sc2nc(-c3ccccc3)nc(N)c2c1C,10
Cc1ccc(S(=O)(=O)N/N=C/c2cc(Br)cc(Br)c2O)cc1,-21
CN(Cc1ccccc1)C(NC(=O)c1ccccc1[N+](=O)[O-])C(Cl)(Cl)Cl (centres undefined),16
Oc1ccc(Br)cc1/C=N/Nc1ncc(Br)cn1,-20
Cc1cc(=O)oc2cc(OCC(=O)c3ccccc3)cc(OCC(=O)c3ccccc3)c12,17
COc1ccc(N=Cc2cccc(C)c2O)cc1Cl,-10
COc1ccc(-n2cnc3cc(NC(C)=O)ccc32)cc1,97*
O=C1NC(=S)S/C1=C\c1ccc(OS(=O)(=O)c2cccc([N+](=O)[O-])c2)cc1,-1
O=C(Nc1ccccc1)N1CCN(c2ccccc2)CC1,-31
CN(C)c1ccc(/C=C2/SC(=S)N(CC(=O)O)C2=O)cc1Br,7
COc1cc(C=C2C(=O)NC(=O)NC2=O)ccc1OCCC(C)C,-8
O=c1oc(-c2ccco2)nc2cc(Cl)ccc12,-10
Clc1cccc(CNCCc2ccc3c(c2)OCO3)c1,2
Cc1ccc(OCCNC(=O)Cc2cccc3ccccc23)cc1,-5
COC(=O)CN(c1cccc(Cl)c1)S(=O)(=O)c1ccc(C)cc1,-31
O=C(NC(Nc1ccccc1)C(=O)c1ccccc1)c1ccco1 (centres undefined),-2
COC(=O)c1cccc(NC(=O)c2ccc3c(c2)C(=O)N(C(C)(C)C)C3=O)c1,18
Cc1occc1C(=O)O/N=C(\N)c1ccccc1,-12
CCN(Cc1ccccc1)S(=O)(=O)c1ccc([N+](=O)[O-])cc1,8
O=C(Nc1cc(C(F)(F)F)cc(C(F)(F)F)c1)c1ccc([N+](=O)[O-])o1,4
COc1ccc(OC)c(NC(=O)c2ccc(N(C)S(=O)(=O)c3ccccc3)cc2)c1,-5
COc1ccc(OCCCCS)cc1,-17
CC1(C)CC(=O)C2=C(C1)OC1=C(C(=O)CC(C)(C)C1)C2c1ccc(OCC(=O)O)cc1,-8
O=[N+]([O-])c1cccc(C2Nc3ccc4ccccc4c3C3C=CCC32)c1 (centres undefined),-8
CCOC(=O)C1=C(C)N=c2s/c(=C\c3ccc4c(c3)OCO4)c(=O)n2C1c1ccc(OC)c(Br)c1 (centres undefined),5
COC(=O)c1ccc(N2C(=O)CC(SCCN)C2=O)cc1 (centres undefined),-22
CCN(CC)CCCCOc1ccc(C(C)C)cc1,-4
CCc1ccccc1NC(=O)C(=O)NC(C)c1ccccc1 (centres undefined),6
O=C1CC(c2ccccc2)CC2=C1C(c1ccc(F)c(F)c1)Nc1ccccc1N2 (centres undefined),104*
COc1cccc(N2C(=O)c3ccc(C(=O)Nc4ccc(Br)cc4C(=O)O)cc3C2=O)c1,-5
CCc1ccccc1N(CC(=O)OC)S(C)(=O)=O,-10
N#C/C(=C\c1ccc(-c2ccc(Cl)cc2)o1)c1ccccc1,10
COc1ccc(Br)cc1/C=C/C(=O)Nc1ccc(F)c([N+](=O)[O-])c1,-13
O=C1S/C(=C/C=C/c2cccc([N+](=O)[O-])c2)C(=O)N1c1ccccc1,-7
Cc1cc(C(=O)N/N=C/c2c(F)cccc2Cl)n[nH]1,8
O=C1SC(Nc2ccc(-c3ccccc3)cc2)C(=O)N1c1ccccc1 (centres undefined),-18
COc1ccc(S(=O)(=O)Nc2cc3c(C(C)=O)c(C)oc3c3ccccc23)cc1,-5
CCCOC(=O)c1ccc(NC(=O)C(c2ccccc2)c2ccccc2)cc1,-13
Cc1occc1C(=O)Nc1cccc(O)c1,7
FC1(F)C2C3OC(C4C5C=CC(O5)C34)C2C1(F)F (centres undefined),-21
C#CCOc1ccc(/C=C2\C(=O)NC(=O)N(c3cc(C)cc(C)c3)C2=O)cc1,-4
Cc1ccsc1/C=C(\C#N)c1nc(-c2ccc3c(c2)OCO3)cs1,2
CCOc1ccc(C(=O)COC(=O)c2ccc(C)cc2)cc1,-9
CCOc1ccccc1NC(=O)c1c(N)sc2c1CCCCC2,75*
CC1(C)CC2(CCO1)NCCN1C(=O)CSC12 (centres undefined),2
CC1CCC(N2CCN(S(=O)(=O)c3ccc(Cl)cc3)CC2)CC1 (centres undefined),3
COc1cc(NC(=O)c2ccccc2C)c(OC)cc1NC(C)=O,-1
CC(=O)c1ccc(S(=O)(=O)NCc2cccnc2)cc1,-32
O=C(Nc1ccccc1F)C1CC(=O)N(c2cccc([N+](=O)[O-])c2)C1 (centres undefined),14
CC(=O)N(C)c1ccc(NC(=S)Nc2ccccc2)cc1,25
O=S(=O)(NCCO)c1ccc2c(c1)C(=NO)c1cc(S(=O)(=O)NCCO)ccc1-2,-12
CCOC(=O)Nc1sc2c(c1C(=O)OCC)CCC(CC)C2 (centres undefined),-3
CCN1C(=O)CC(N2CCN(c3ccc(Cl)cc3)CC2)C1=O (centres undefined),-4

# Retrieved one by one from the list above, 6 records:
SMILES,DUSP3 inh
CC1CCC(N2CCN(S(=O)(=O)c3ccc(Cl)cc3)CC2)CC1 (centres undefined),3
CCN1C(=O)CC(N2CCN(c3ccc(Cl)cc3)CC2)C1=O (centres undefined),-4
C#CCOc1ccc(/C=C2\C(=O)NC(=O)N(c3cc(C)cc(C)c3)C2=O)cc1,-4
CC(=O)c1ccc(S(=O)(=O)NCc2cccnc2)cc1,-32
FC1(F)C2C3OC(C4C5C=CC(O5)C34)C2C1(F)F (centres undefined),-21
CCOc1ccc(C(=O)COC(=O)c2ccc(C)cc2)cc1,-9

# Further results follow:
SMILES,DUSP3 inh
Cc1c(NC(=O)c2ccc(CN(c3ccccc3)S(C)(=O)=O)cc2)c(=O)n(-c2ccccc2)n1C,6
O=C1Nc2ccc(Br)c3cccc1c23,-4
CCOC(=O)c1c(NC(=O)C2C3C=CC(C3)C2C(=O)O)sc2c1CCC(C(C)(C)C)C2 (centres undefined),17
COc1ccccc1CNc1cc(C)ccc1OC,-14
CCOC(=O)c1c(NC(=O)c2cc(OC)c(OC)c(OC)c2)sc(C)c1C,0
O=C(Nc1ccc(Cl)cc1)Nc1nnc(Cc2ccc(Cl)cc2)s1,-8
Cc1ccc(C(=O)Nc2ccccc2C(=O)NC(C)C(=O)O)cc1 (centres undefined),-10
O=P(CN1CCCCC1)(c1ccccc1)c1ccccc1,-3
CCN(CC)C(=O)CN(c1cccc(C(F)(F)F)c1)S(C)(=O)=O,-13
c1ccc(OCC2=NNC(COc3ccccc3)=NN2)cc1,-19
Nc1nc2ccc3c(c2s1)CCCC3,-18
COc1ccccc1NCN1C(=O)S/C(=C/c2ccc(OC)c(OC)c2)C1=O,8
COc1ccc(C2CC(=O)C3=C(C2)Nc2ccccc2NC3c2ccc(C(C)C)cc2)cc1 (centres undefined),1
Cc1ccc(NC(=O)c2ccccc2C(F)(F)F)c(C)c1,0
COc1cc(C(=O)NC(NC(=S)Nc2ccc(F)cc2)C(Cl)(Cl)Cl)cc(OC)c1OC (centres undefined),21
COc1cc(C(=O)Oc2ccc3c(C)cc(=O)oc3c2C(C)=O)cc(OC)c1OC,-9
CCCC(=O)Nc1cccc(NC(=O)c2cc([N+](=O)[O-])ccc2Br)c1,7
COc1ccc(CC(=O)Nc2ccc(C)c(C)c2)cc1OC,-1
CCOC(=O)C1=C(O)/C(=C/c2ccc(N(C)C)cc2)N=C1C,3
O=C(Nc1c(F)c(F)c(F)c(F)c1F)c1ccccc1F,-8
O=C(/C=C/c1ccc(-c2ccccc2[N+](=O)[O-])o1)c1ccc(F)cc1,-9
CCn1ccnc1C(O)(c1ccccc1)c1ccc(C)cc1 (centres undefined),-8
O=C(O)c1cnn2c1NC(c1ccc3c(c1)OCO3)CC2C(F)(F)F (centres undefined),5
Cc1cc(/C=C2/SC(=O)NC2=O)c(C)n1C,-18
Cc1cc(/C=C2/NC(=S)NC2=O)c(C)n1-c1ccc(C(C)(C)C)cc1,2
Cc1ccccc1NC(=O)CC1SC(N)=NC1=O (centres undefined),-3
Nc1nnc(SCC(=O)Nc2ccc3c(c2)oc2ccccc23)s1,1
N#C/C(=C\c1ccc(-c2ccc(Br)cc2)o1)C(=O)N1CCCCC1,-4
CCOc1cccc(C(=O)Nc2ccc3ccccc3c2)c1,-14
CC(=O)c1ccc(/C=C2\SC(=S)N(C)C2=O)o1,36
Cc1ccc(/C=N/N=C(c2ccccc2)c2ccccc2)o1,-25

# Some of these compounds in order of number of heavy atoms, highest first.
SMILES,DUSP3 inh
N#C/C(=C\c1ccc(-c2ccc(Br)cc2)o1)C(=O)N1CCCCC1,-4
Cc1ccc(/C=N/N=C(c2ccccc2)c2ccccc2)o1,-25
CC(=O)c1ccc(/C=C2\SC(=S)N(C)C2=O)o1,36
